SMARCA2 act = increases SMARCA2 function in MMTV reporter cells | MG213 cells, MMTV-luciferase reporter, dexamethasone, overnight | activation, % at 9.1 µM | 1% of 370,000 active | AID 652017; in the data active = activation above about 7.8%;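 also: 0% = vehicle wells and 100% = reference activator wells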
ssDAF-12 act = activators of S. stercoralis DAF-12 nuclear receptor. HEK293 ssDAF-12/GRIP1 lit1-tk-luc reporter, luminescence; % of 3 µM dafachronic acid response. 1% of 370,000 active. activation, % at 6.8 µM;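 active = activation above the mean over all tested compounds plus 3 SD, cut at about 0.9% in these data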;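 also: 0% = DMSO-only wells and 100% = 3 µM delta7-dafachronic acid wells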
ADAM10 inh = inhibitors of human ADAM10; O14672; recombinant ADAM10, EDANS/DABCYL FRET peptide cleavage, 3 h; inhibition, % at 7 µM; 0.62% of 370,000 active;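 active = inhibition above a per-campaign cutoff equal to the mean of compounds falling between control-based bounds plus 3 SD, cut at about 20% in these data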;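 also: 0% = DMSO wells while the 100% control is not disclosed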
hcDAF-12 act = H. contortus DAF-12 activation, primary screen; HEK293 hcDAF-12 lit1-tk-luc reporter, luminescence; 0% DMSO, 100% Δ7-dafachronic acid; activation, % at 6.8 µM; 1.4% of 370,000 active; AID 652067;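 active = activation above the mean of all tested compounds plus 3 SD, cut at about 5.5% in these data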;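 also: 100% = response to 3 µM Δ7-dafachronic acid high control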
hgDAF12 agonist = agonists of H. glycines DAF-12 nuclear receptor | HEK293 GAL4-hgDAF12 UAS-luciferase reporter, agonist luminescence; normalized to butyrate control | activation, % at 6.8 µM | 1.8% of 370,000 active;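 active = activation above a cutoff set at the mean of all screened compounds plus 3 SD, cut at about 10% in these data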;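 also: 0% = DMSO wells and 100% = sodium butyrate wells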
DAX1 inh-1 = blocks DAX1 repression of SF-1 activated StAR promoter | HEK293T StAR-luciferase reporter, SF-1/DAX-1 repression relief | 1.1% of 370,000 active | inhibition, % at 6.8 µM | AID 652010;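 active = inhibition above the mean over all tested compounds plus 3 SD, cut at about 3.6% in these data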;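 also: 0% = DAX-1 cells with DMSO and 100% = cells lacking DAX-1 with DMSO; higher inhibition means more luminescence from relief of DAX-1 repression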
NPR1 activator = GC-A (human) enzyme activation; 0.14% of 370,000 active; HEK293 GC-A cells, cGMP TR-FRET, EC30 ANP; 0% at EC30 ANP, 100% saturating ANP; activation, % at 10 µM; AID 1671463; in the data active = activation above about 40%
GC-B act = GC-B (human) receptor activation; P20594; HEK293-GC-B cells, CNP EC30, cGMP TR-FRET; 0% at EC30 CNP, 100% saturating CNP; activation, % at 10 µM; 0.11% of 370,000 active; AID 1920062;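 active = activation at 10 µM reaching about 35% in either raw or pattern-adjusted values, limit read from the data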
sPLA2-III inh = Blocks human group III sPLA2 activity; Q9NZ20; AID 743126; 0.56% of 370,000 active; QFRET BODIPY PC-A2 liposome hydrolysis, fluorescence; inhibition, % at 12.2 µM;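 active = inhibition above mean plus 3 SD of compounds lying within the high and low control bounds, cut at about 19% in these data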;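 also: 0% = median of test compound wells and 100% = no enzyme DMSO wells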
Target sequence (Q9NZ20 whole entry, looked up): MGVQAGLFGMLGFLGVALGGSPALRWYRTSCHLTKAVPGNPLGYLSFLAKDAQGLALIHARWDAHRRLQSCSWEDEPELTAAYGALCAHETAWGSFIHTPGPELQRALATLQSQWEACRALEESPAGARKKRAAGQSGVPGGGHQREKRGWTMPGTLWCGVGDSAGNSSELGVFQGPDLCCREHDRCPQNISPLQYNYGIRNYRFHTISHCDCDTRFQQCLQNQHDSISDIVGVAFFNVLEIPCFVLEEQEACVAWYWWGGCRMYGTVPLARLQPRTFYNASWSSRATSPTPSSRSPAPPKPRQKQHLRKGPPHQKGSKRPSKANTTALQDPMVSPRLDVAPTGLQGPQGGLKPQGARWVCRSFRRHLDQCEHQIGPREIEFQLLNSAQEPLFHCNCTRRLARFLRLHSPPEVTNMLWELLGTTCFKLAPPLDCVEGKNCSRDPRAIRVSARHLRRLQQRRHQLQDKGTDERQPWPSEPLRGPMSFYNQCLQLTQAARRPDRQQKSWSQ
FXN GAA850 act = activators of GAA850 frataxin (FXN) promoter | HEK293 lucGAA850 FXN promoter luciferase reporter, 24 h; percent of 10 µM SAHA response | activation, % at 6 µM | 0.56% of 360,000 active | AID 540364;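 active = activation above the average of all compounds screened plus 3 SD, cutoff fixed separately per campaign, cut at about 7.5% in these data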;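 also: 0% = DMSO wells and 100% = 10 µM SAHA wells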
DAX1 inh-2 = NR0B1 (DAX1) inhibition; P51843; HEK293 Gal4-DAX1 luciferase reporter, luminescence; inhibition, % at 6.75 µM; 0.99% of 340,000 active; AID 504766;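 active = inhibition above the mean over all tested compounds plus 3 SD, cut at about 4.2% in these data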;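 also: 0% = DAX1-transfected cells with DMSO and 100% = empty-vector control cells with DMSO; inhibition shows as a rise in luminescence from relieved DAX1 repression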
Target sequence (P51843 207-470 limits assumed): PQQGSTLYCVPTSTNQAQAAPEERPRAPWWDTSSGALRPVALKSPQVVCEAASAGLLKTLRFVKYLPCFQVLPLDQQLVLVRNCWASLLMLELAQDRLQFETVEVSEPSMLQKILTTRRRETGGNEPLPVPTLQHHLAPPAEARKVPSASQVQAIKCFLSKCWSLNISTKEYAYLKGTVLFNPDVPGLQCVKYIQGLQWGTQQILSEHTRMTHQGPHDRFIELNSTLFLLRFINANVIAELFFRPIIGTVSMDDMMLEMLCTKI
Active calls of the source: *; · = not tested or not shown; & = joins results of further samples. An unsorted share of the library. Share with any hit: about 6.6%.

| SMILES | SMARCA2 act | ssDAF-12 act | ADAM10 inh | hcDAF-12 act | hgDAF12 agonist | DAX1 inh-1 | NPR1 activator | GC-B act | sPLA2-III inh | FXN GAA850 act | DAX1 inh-2 |
| --- | --- | --- | --- | --- | --- | --- | --- | --- | --- | --- | --- |
| Cc1csc(NC(=O)CCCC(=O)O)c1-c1nc2ccccc2s1 | -4 | -1.0 | -4 | -0.2 | 2.6 | -0.2 | 0 | -6 | 17 | 0.2 | -0.5 |
| Cc1ccc(S(=O)(=O)Nc2ccccc2C(=O)N2CCCCCC2)cc1 | -3 | -1.0 | -2 | 0.6 | -0.3 | -0.5 | -1 | -1 | 0 | -1.2 | -1.2 |
| Cc1cccc(OCc2nnc(SCC(=O)N3CCCC3)o2)c1 | -1 | -1.0 | 4 | -1.3 | 0.4 | 0.2 | 2 | 0 | 6 | 1.0 | -0.2 |
| CCc1c(O)nc(SCC(=O)Nc2nc3ccccc3s2)n(C2CCCCC2)c1=O | -1 | -0.5 | 2 | -1.2 | -2.0 | 0.2 | 4 | -3 | -5 | 0.6 | -0.4 |
| COc1ccc(NC(=O)COC(=O)c2ccccc2SCC(=O)N2CCCC2)cc1 | 1 | -0.4 | -2 | 0.5 | 2.1 | 0.4 | 1 | -2 | -7 | 2.3 | 0.2 |
| Cc1ccc(S(=O)(=O)Nc2c(O)c3ccccc3oc2=O)cc1C | -1 | -0.8 | -4 | 5.0 | -0.5 | 0.2 | 0 | 0 | -8 | -0.1 | -1.6 |
| CCOc1ccccc1C(=O)N[C@H](C(=O)Nc1cc(S(=O)(=O)N(C)C)ccc1OC)C(C)C | -1 | -1.6 | 0 | -0.8 | 7.4 | 1.9 | 4 | -6 | -1 | 1.5 | -0.2 |
| COc1cccc(NC(=O)CN(C)C(=O)CCNC(=O)c2ccc(Br)cc2)c1 | 0 | -0.9 | 0 | -0.3 | -1.4 | 1.5 | -2 | -2 | 2 | 3.8 | -1.4 |
| Cc1ccc(C(=O)N2N=C(CC(C)C)CC2(O)C(F)(F)F)o1 (configuration not stated) | 1 | -0.6 | 5 | 0.8 | 0.0 | 0.5 | -4 | -2 | 2 | 2.0 | 0.0 |
| Cc1cccc(/N=C/c2c(O)c3ccccc3oc2=O)n1 | 0 | -1.1 | 2 | -0.7 | 0.8 | 0.1 | -2 | -11 | -3 | 2.1 | 0.3 |
| CCN1CCN(Cc2nnc(-c3ccc(C)cc3)o2)CC1 | -3 | -0.1 | -5 | 4.8 | -1.3 | 0.5 | 3 | 4 | 1 | 2.5 | -0.3 |
| N#CC1(NC(=O)COc2cccnc2[N+](=O)[O-])CCCCC1 | -2 | -1.1 | -8 | 3.9 | 1.8 | 0.4 | 1 | -4 | 11 | -1.7 | 0.8 |
| COC(=O)[C@H]1[C@H]2C[C@@H]3c4[nH]c5cc(OC)ccc5c4CCN3C[C@H]2C[C@@H](OC(=O)c2cc(OC)c(OC)c(OC)c2)[C@@H]1OC | -4 | -0.9 | -26 | -1.1 | -3.9 | -0.1 | 4 | -4 | -35 | -7.5 | 0.0 |
| CC(C)CCN(Cc1ccco1)S(=O)(=O)c1ccc(-c2ccc(=O)[nH]n2)s1 | -1 | -1.2 | -8 | -1.8 | -3.5 | 0.1 | -22 | -5 | -17 | 4.0 | 0.2 |
| O=C(NC(=O)c1ccccc1O)c1ccc2c(c1)CCO2 | 6 | 1.0* | -3 | 3.6 | 12* | 1.6 | -4 | -1 | 1 | 2.8 | -1.5 |
| CCOc1ccc(NC(=O)CN(C)C(=O)c2ccc3c(c2)S(=O)(=O)N=C2CCCCCN23)cc1OCC | -1 | -0.8 | -8 | -0.8 | 0.0 | -1.0 | -2 | 2 | 2 | -1.1 | 0.5 |
| O=C(c1cc(Cl)nc2ccccc12)N1CCN(S(=O)(=O)c2cccc(F)c2)CC1 | 1 | 0.7 | -15 | 3.4 | -0.2 | 1.1 | -4 | 9 | 4 | 3.1 | 2.1 |
| CC(n1cnnn1)C12CC3CC(CC(C3)C1)C2 (configuration not stated) | -1 | -1.2 | -5 | -1.0 | -1.4 | -0.2 | -3 | -4 | -6 | 2.8 | -0.4 |
| CCOC(=O)C1CCCN(S(=O)(=O)NC[C@H]2O[C@@H](n3cnc4c(N)ncnc43)[C@H](O)[C@@H]2O)C1 (some centres not stated) | -2 | -1.2 | -9 | 1.6 | -0.5 | 0.2 | -2 | -3 | -3 | -1.6 | -1.4 |
| c1ccc(COc2ccc(OCCn3cncn3)cc2)cc1 | 5 | -0.2 | 0 | 3.9 | 13* | 2.7 | 0 | 0 | -11 | 3.5 | 1.2 |

The list continues.
| SMILES | SMARCA2 act | ssDAF-12 act | ADAM10 inh | hcDAF-12 act | hgDAF12 agonist | DAX1 inh-1 | NPR1 activator | GC-B act | sPLA2-III inh | FXN GAA850 act | DAX1 inh-2 |
| --- | --- | --- | --- | --- | --- | --- | --- | --- | --- | --- | --- |
| CCCc1nn(C)c2c(=O)[nH]c(-c3cc(S(=O)(=O)N4CCN(C)CC4)ccc3OCC)nc12 | 2 | -1.1 | 0 | 0.9 | 3.6 | -0.4 | 52* | 58* | 0 | -2.3 | -0.5 |
| Cc1c(O)ccc(C(=O)CN2CCN(Cc3ccccc3)CC2)c1O | -4 | -1.2 | -46 | -2.2 | -1.3 | 0.8 | 3 | 4 | 6 | -0.5 | 1.3 |
| Cc1nn(CCC(=O)NNC(=O)Nc2ccc(F)cc2)c(C)c1[N+](=O)[O-] | 6 | -1.4 | -2 | -1.4 | -0.9 | 0.7 | -5 | -4 | 2 | · | · |
| Cc1c(C(=O)N2CC(C(=O)N3CCCCC3)Oc3ccccc32)oc2ccccc12 (configuration not stated) | -2 | -0.3 | 7 | 2.6 | 1.3 | -0.8 | -4 | -7 | -9 | 1.6 | -0.5 |
| O=C1C2CCCN2C(=O)N1CCN1CCN(c2cccc(C(F)(F)F)c2)CC1 (configuration not stated) | -3 | -1.1 | -5 | 0.7 | -0.9 | 0.2 | 4 | 2 | 3 | 1.2 | -0.9 |
| Cn1c(=O)c2c(ncn2CC(=O)OCC(=O)c2ccc(OC(F)F)cc2OC(F)F)n(C)c1=O | -6 | -1.2 | -7 | 0.4 | -2.6 | 0.9 | -2 | -5 | 6 | -0.1 | 1.6 |
| C=CC[C@H](CC(=O)NCCO)C(=O)N[C@H](COC(=O)[C@@H](CC=C)Cc1ccc(F)cc1)Cc1ccccc1 | 0 | -1.1 | 8 | -1.9 | -2.6 | -0.4 | -1 | -4 | -11 | -1.5 | 0.2 |
| COC(=O)[C@]1(C)CN(C(=O)OC(C)(C)C)C2=C1C(=O)C[C@](C)(C(=O)OC(C)(C)C)C2 | -2 | -0.4 | -3 | -0.3 | -2.1 | -1.2 | -1 | 1 | 2 | · | · |
| CC1=CC(c2ccc(Cl)cc2)n2nc(NC(=O)c3ccccc3)nc2N1 (configuration not stated) | -4 | -0.6 | -47 | 0.4 | -0.8 | 0.1 | 2 | 2 | -2 | -1.1 | 0.1 |
| CCOc1ccc(CNC(=O)Cn2nc(C)n3nc(-c4ccccc4)cc3c2=O)cc1 | 3 | -0.9 | 10 | -0.8 | 0.3 | 0.3 | 4 | -3 | 5 | -0.6 | 0.7 |
| CCC1=C([N+](=O)[O-])C(c2ccc3c(c2)OCO3)NC(=O)N1 (configuration not stated) | -1 | -0.3 | 1 | -0.7 | -0.1 | 0.0 | -2 | -2 | -3 | 1.9 | -0.8 |
| COc1ccc(S(=O)(=O)N(C)C[C@H]2Oc3ccc(NC(=O)Cn4cnnn4)cc3C(=O)N([C@H](C)CO)C[C@@H]2C)cc1 | -1 | -0.9 | 0 | -0.1 | 4.2 | 0.4 | 2 | 1 | -10 | -0.7 | -0.1 |
| CCOc1ccc(NC(=O)C(C)N2C(=O)c3ccccc3C2=O)cc1 (configuration not stated) | 0 | -1.0 | 6 | 1.2 | 0.6 | 0.3 | 5 | -1 | 3 | 3.1 | -1.0 |
| CCCc1nnc(NS(=O)(=O)c2ccc(C)cc2)o1 | -4 | -0.6 | -17 | 0.8 | 0.3 | 0.8 | 3 | 1 | 11 | 0.8 | -0.2 |
| COc1ccc(OCC(=O)NC2CCCc3ccccc32)cc1 (configuration not stated) | 0 | -0.9 | -4 | -0.8 | -1.7 | 0.1 | 3 | -3 | -7 | 0.6 | -0.7 |
| O=C(Cn1nnc(-c2ccccc2F)n1)Nc1ccc2c(c1)OCO2 | 1 | 0.5 | 0 | -1.8 | -2.8 | -0.1 | -2 | -2 | -5 | -1.9 | -0.7 |
| O=C(N/N=C/c1ccc(F)cc1)c1ccncc1 | 4 | -1.0 | 10 | -0.8 | 1.4 | -0.6 | 8 | -4 | 3 | 2.0 | -1.4 |
| Cc1nnc(SCC(=O)NCc2ccco2)[nH]c1=O | -2 | -1.7 | -12 | -1.6 | 2.7 | 0.7 | 2 | 2 | 6 | -0.7 | 0.3 |
| COc1ccc(NC(=O)/C(N=Nc2ccc(Cl)c(S(=O)(=O)Nc3ccc(Cl)cc3)c2)=C(\C)O)cc1 | -2 | -1.1 | -16 | -1.4 | -0.3 | -0.7 | 6 | 6 | 9 | 0.7 | 2.0 |
| COc1ccc([N+](=O)[O-])cc1NC(=O)CC1SC(=Nc2cccc(C)c2C)N(/N=C/c2cccc(OC)c2OC)C1=O (configuration not stated) | -4&1 | -1.2&-1.4 | 4&5 | -1.3&2.1 | -2.2&0.5 | -0.3&0.7 | 0&-5 | 2&-2 | 1&-7 | -3.6&-1.4 | 0.2&-0.1 |

Entries above that bear a hit mark in ssDAF-12 act:
smiles | SMARCA2 act | ssDAF-12 act | ADAM10 inh | hcDAF-12 act | DAX1 inh-1 | NPR1 activator | GC-B act | sPLA2-III inh | DAX1 inh-2
O=C(NC(=O)c1ccccc1O)c1ccc2c(c1)CCO2 | 6 | 1.0* | -3 | 3.6 | 1.6 | -4 | -1 | 1 | -1.5

(list continues)
| SMILES | SMARCA2 act | ssDAF-12 act | ADAM10 inh | hcDAF-12 act | hgDAF12 agonist | DAX1 inh-1 | NPR1 activator | GC-B act | sPLA2-III inh | FXN GAA850 act | DAX1 inh-2 |
| --- | --- | --- | --- | --- | --- | --- | --- | --- | --- | --- | --- |
| COc1ccc(-c2nn(-c3ccccc3)cc2/C=C2/SC(=S)N(CCC(=O)O)C2=O)c(C)c1 | -2 | -1.2 | 8 | 0.5 | -1.0 | 1.1 | -8 | -1 | 3 | 3.6 | -0.8 |
| O=C(CN1C(=O)C2C3CC(C(Br)C3Br)C2C1=O)Nc1ccc(C(=O)O)cc1 (configuration not stated) | -6 | -1.1 | -2 | -1.5 | 1.7 | 0.7 | -3 | -4 | 3 | -0.4 | 4.0 |
| CCCOc1cccc(C(=O)NCCNC(=O)c2ccc(C)nc2)c1 | -3 | -0.6 | -7 | 0.1 | 1.5 | 0.3 | -1 | 2 | -3 | 1.1 | -0.1 |
| Cc1ccc(C)c(S(=O)(=O)NCCCc2ccccc2)c1 | -3 | -1.3 | 0 | -2.5 | 1.1 | -0.2 | 2 | -3 | -27 | 0.5 | 0.1 |

A few values from the results shown.
Cc1ccc(C)c(S(=O)(=O)NCCCc2ccccc2)c1 – DAX1 inh-2: 0.1
O=C(CN1C(=O)C2C3CC(C(Br)C3Br)C2C1=O)Nc1ccc(C(=O)O)cc1 (configuration not stated) – ssDAF-12 act: -1.1

Assay outcomes (PubChem BioAssay)
